Assay outcomes deposited in PubChem BioAssay by Broad Institute.
TcdB inh – inhibitors of Clostridioides difficile toxin B glycohydrolase. TcdB glycohydrolase enzymatic assay, plate reader. inhibition, % at 9.99 µM. AID 652162. hit rate 0.24% among 350,000. P18177; in the data active = inhibition above about 10%
Target sequence (P18177 whole entry, looked up): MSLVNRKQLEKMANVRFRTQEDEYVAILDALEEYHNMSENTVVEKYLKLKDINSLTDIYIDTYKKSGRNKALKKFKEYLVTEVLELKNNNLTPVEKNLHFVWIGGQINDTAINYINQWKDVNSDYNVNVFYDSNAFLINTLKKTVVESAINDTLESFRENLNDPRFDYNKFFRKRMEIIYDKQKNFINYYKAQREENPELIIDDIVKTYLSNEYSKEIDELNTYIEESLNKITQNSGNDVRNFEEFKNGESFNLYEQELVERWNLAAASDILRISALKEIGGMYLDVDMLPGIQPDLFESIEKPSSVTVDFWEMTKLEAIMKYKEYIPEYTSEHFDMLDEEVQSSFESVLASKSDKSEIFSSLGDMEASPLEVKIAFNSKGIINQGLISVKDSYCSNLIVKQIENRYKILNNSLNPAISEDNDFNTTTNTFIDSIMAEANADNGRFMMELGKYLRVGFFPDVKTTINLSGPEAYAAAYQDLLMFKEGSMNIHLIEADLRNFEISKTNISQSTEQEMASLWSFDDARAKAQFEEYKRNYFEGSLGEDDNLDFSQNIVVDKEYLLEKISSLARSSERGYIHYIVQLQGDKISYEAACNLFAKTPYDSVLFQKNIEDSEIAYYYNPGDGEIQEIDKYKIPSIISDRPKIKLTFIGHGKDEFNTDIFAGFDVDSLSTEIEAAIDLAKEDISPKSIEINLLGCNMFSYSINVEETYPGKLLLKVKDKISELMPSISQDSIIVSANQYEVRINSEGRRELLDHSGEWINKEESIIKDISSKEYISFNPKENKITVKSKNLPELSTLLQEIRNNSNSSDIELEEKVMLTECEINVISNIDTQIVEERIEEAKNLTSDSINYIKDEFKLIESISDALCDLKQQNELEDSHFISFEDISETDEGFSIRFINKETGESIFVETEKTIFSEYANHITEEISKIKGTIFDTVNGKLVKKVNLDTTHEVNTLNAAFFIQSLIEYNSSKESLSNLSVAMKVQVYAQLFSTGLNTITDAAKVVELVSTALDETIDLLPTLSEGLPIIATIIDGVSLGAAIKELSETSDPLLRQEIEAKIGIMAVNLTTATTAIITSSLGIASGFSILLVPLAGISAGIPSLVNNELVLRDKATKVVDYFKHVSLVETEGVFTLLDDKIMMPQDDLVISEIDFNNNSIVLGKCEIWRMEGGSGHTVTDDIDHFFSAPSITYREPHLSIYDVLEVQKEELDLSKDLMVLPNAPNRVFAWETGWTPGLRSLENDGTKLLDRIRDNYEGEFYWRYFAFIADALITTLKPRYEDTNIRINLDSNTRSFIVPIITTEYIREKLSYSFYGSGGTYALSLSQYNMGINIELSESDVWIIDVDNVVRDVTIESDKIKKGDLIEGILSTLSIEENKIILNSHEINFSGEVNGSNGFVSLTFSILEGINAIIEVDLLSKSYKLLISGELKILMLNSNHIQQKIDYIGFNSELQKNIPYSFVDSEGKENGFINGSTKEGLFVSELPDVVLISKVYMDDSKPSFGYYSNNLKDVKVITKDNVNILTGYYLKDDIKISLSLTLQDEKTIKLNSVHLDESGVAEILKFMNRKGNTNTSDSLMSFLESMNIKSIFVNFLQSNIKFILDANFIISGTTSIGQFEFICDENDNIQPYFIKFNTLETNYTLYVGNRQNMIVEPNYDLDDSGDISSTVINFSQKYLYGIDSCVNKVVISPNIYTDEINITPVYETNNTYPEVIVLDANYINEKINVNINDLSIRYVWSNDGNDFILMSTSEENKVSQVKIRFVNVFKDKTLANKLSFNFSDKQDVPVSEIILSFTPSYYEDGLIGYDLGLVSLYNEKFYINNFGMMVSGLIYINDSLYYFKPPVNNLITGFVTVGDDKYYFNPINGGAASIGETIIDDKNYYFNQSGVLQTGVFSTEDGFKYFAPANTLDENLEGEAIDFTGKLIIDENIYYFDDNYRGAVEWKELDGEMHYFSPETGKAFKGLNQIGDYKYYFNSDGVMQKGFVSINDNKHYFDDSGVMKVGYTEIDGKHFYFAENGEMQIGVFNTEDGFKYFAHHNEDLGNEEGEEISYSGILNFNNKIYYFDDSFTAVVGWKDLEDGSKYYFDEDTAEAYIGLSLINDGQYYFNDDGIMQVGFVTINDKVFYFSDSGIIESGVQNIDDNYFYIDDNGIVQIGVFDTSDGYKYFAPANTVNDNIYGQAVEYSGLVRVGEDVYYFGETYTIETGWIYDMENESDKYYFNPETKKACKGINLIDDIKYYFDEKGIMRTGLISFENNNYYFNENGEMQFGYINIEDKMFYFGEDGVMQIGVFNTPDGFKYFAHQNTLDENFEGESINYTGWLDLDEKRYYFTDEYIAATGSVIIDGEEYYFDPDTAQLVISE
An asterisk follows results filed as active.

SMILES	TcdB inh
Cc1noc(C)c1S(=O)(=O)N(C)C[C@H]1OCCCC[C@H](C)Oc2ccc(NC(=O)Nc3ccccc3)cc2C(=O)N([C@H](C)CO)C[C@H]1C	0.0
C[C@@H]1CN([C@H](C)CO)C(=O)c2cc(NC(=O)CCCN(C)C)ccc2O[C@H]1CN(C)Cc1ccc(Cl)c(Cl)c1	-0.1
Cc1ccc(S(=O)(=O)N(C)C[C@H]2OCCCC[C@@H](C)Oc3ccc(NC(=O)NC4CCCCC4)cc3C(=O)N([C@@H](C)CO)C[C@@H]2C)cc1	0.4
C[C@H]1CN([C@@H](C)CO)C(=O)c2cc(-c3ccncc3)cnc2O[C@@H]1CN(C)C(=O)C1CCOCC1	-0.3
CCCC#Cc1ccc(CC[C@H]2O[C@H]3CC[C@H](CO)O[C@H]3C[C@@H]2NC(=O)CN2CCOCC2)cc1	1.0
CO[C@H]1CN(C)C(=O)c2cc(NC(C)=O)ccc2OC[C@@H](C)N(Cc2nccs2)C[C@H]1C	-2.4
C[C@H](CO)N1C[C@H](C)[C@H](CN(C)C(=O)Nc2ccc(F)cc2)Oc2c(NC(=O)CCCCCC(=O)Nc3ccccc3N)cccc2C1=O	-1.1
COCC(=O)N[C@@H]1C=C[C@@H](CC(=O)NCc2ccccc2OC)O[C@H]1CO	-0.5
C[C@@H]1CN([C@@H](C)CO)C(=O)c2c(c3ccccc3n2C)-c2ccccc2CO[C@H]1CN(C)Cc1ccc(C(F)(F)F)cc1	0.7
COCC#Cc1cnc2c(c1)C(=O)N([C@@H](C)CO)C[C@H](C)[C@@H](CN(C)C(=O)Cc1ccncc1)O2	0.5
C[C@@H]1CN([C@@H](C)CO)C(=O)c2cc(C#CC3CCCCC3)cnc2O[C@H]1CN(C)C(=O)NC1CCCC1	-9.2
CCCC(=O)Nc1ccc2c(c1)OC[C@H](C)N(Cc1ccncc1)C[C@H](C)[C@H](OC)CN(C)C2=O	1.5
Cc1noc(C)c1NC(=O)Nc1ccc2c(c1)C(=O)N([C@H](C)CO)C[C@H](C)[C@H](CN(C)CC1CCCCC1)OCCCC[C@H](C)O2	-0.8
COc1ccc(NC(=O)Nc2cccc3c2O[C@@H](CN(C)Cc2ccncc2)[C@@H](C)CN([C@@H](C)CO)C3=O)cc1	-1.0
COc1ccc(NC(=O)N(C)C[C@H]2Oc3ccc(NC(=O)Nc4cccc5ccccc45)cc3CC(=O)N([C@@H](C)CO)C[C@@H]2C)cc1	-14
C[C@H]1CCCCO[C@H](CN(C)C)[C@@H](C)CN([C@@H](C)CO)C(=O)c2cc(N(C)C)ccc2O1	-20
CN(C[C@@H]1[C@@H](c2ccccc2)[C@H](CO)N1C(=O)c1ccccc1)C(=O)C1CC1	-1.7
COC(=O)C(CC#Cc1ccc2c(c1)[C@]1(C(=O)N2)[C@H](c2ccccc2OCCO)N2[C@H](c3ccccc3)[C@H](c3ccccc3)OC(=O)[C@H]2[C@@H]1C(=O)N1CCCCCCC1)C(=O)OC	-0.3
CCCNC(=O)C[C@@H]1CC[C@@H]2[C@@H](COc3ccc(NC(=O)CC)cc3C(=O)N2C)O1	-1.3
CCC(=O)N(C)C[C@H]1[C@@H](c2ccc(C3=CCCC3)cc2)[C@@H](CO)N1C(=O)CC	-0.2

Filtered by structure: the compounds so far containing fluorine.
SMILES	TcdB inh
C[C@H](CO)N1C[C@H](C)[C@H](CN(C)C(=O)Nc2ccc(F)cc2)Oc2c(NC(=O)CCCCCC(=O)Nc3ccccc3N)cccc2C1=O	-1.1
C[C@@H]1CN([C@@H](C)CO)C(=O)c2c(c3ccccc3n2C)-c2ccccc2CO[C@H]1CN(C)Cc1ccc(C(F)(F)F)cc1	0.7

Further entries.
SMILES	TcdB inh
COc1ccccc1-c1ccc2c(c1)O[C@@H](CN(C)C(=O)c1cccnc1)[C@@H](C)CN([C@H](C)CO)S2(=O)=O	0.6
C[C@H](CO)N1C[C@H](C)[C@H](CN(C)Cc2ccc(C(=O)O)cc2)OCCCC[C@H](C)Oc2ccc(NS(C)(=O)=O)cc2C1=O	0.0
CC(=O)N1CC(=O)N2[C@@H](CO)[C@H](c3ccc(-c4cccc(C(=O)N(C)C)c4)cc3)[C@@H]2C1	0.8
CC(C)NC(=O)Nc1ccc2c(c1)C(=O)N([C@H](C)CO)C[C@@H](C)[C@H](CN(C)Cc1ccccc1)OCCCC[C@@H](C)O2	-15
Cc1noc(C)c1NC(=O)N[C@H]1CC[C@H](CCNC(=O)C2CCCC2)O[C@H]1CO	-0.7
CCS(=O)(=O)N1CC2(CN(C(=O)Cc3ccccn3)[C@H](CO)c3[nH]c4cc(OC)ccc4c32)C1	-1.7
CC(C)NC(=O)N(C)C[C@@H]1Oc2ccc(NS(=O)(=O)c3ccccc3)cc2CC(=O)N([C@H](C)CO)C[C@@H]1C	0.5
Cc1noc(C)c1S(=O)(=O)Nc1ccc2c(c1)C(=O)N([C@H](C)CO)C[C@@H](C)[C@H](CN(C)C(=O)NC1CCCCC1)OCCCC[C@@H](C)O2	0.7
COc1ccc(S(=O)(=O)N(C)C[C@@H]2OCCCC[C@H](C)Oc3ccc(NC(=O)c4ccccc4)cc3C(=O)N([C@H](C)CO)C[C@@H]2C)cc1	1.7
COc1ccc(NC(=O)N2CC[C@@H]3[C@H]2c2cc(-c4ccc(F)cc4)ccc2N(C)[C@H]3CO)cc1	1.3
CS(=O)(=O)N1CC2(C1)[C@H](c1ccccc1)[C@@H](CO)N2C(=O)C1CCC1	-0.4
C/C=C/c1ccc([C@@H]2[C@H](CO)N(C(=O)c3cnccn3)C23CN(C(=O)C2CC2)C3)cc1	-0.1
CCNC(=O)C[C@@H]1C=C[C@H](NS(=O)(=O)c2ccc(F)cc2)[C@H](CO)O1	1.4
CCN1[C@@H]2c3ccc(-c4cccc(C(=O)N(C)C)c4)c(=O)n3C[C@@H]2[C@@H](CO)[C@@H]1C(=O)OC	-1.2
O=C(Cc1ccccn1)NCC[C@@H]1CC[C@H](NC(=O)Nc2ccc(C(F)(F)F)cc2)[C@H](CO)O1	0.9
CN1C(=O)c2cc(NC(=O)C3CCC3)ccc2OC[C@H]2O[C@H](CC(=O)NCc3ccccc3F)CC[C@@H]21	-0.1
CCNC(=O)[C@@H]1[C@@H](CO)[C@@H]2Cn3c(ccc(C4=CCCCC4)c3=O)[C@@H]2N1Cc1ccc2c(c1)OCO2	0.6
CCC(=O)N1[C@H](CO)[C@@H](c2ccccc2)C12CN(C(=O)c1ccc(F)cc1)C2	0.0
COc1cccc(CNC(=O)C[C@@H]2C=C[C@@H](NC(C)=O)[C@@H](CO)O2)c1	-1.0
CN1C(=O)c2cc(NC(=O)c3ccccc3)ccc2OC[C@H]2O[C@@H](CC(=O)O)CC[C@H]21	1.3
CN1C(=O)c2cc(NC(=O)Nc3ccc(Cl)cc3)ccc2OC[C@@H]2O[C@@H](CC(=O)NCCN3CCCCC3)CC[C@H]21	6.0
C[C@@H]1CN([C@@H](C)CO)C(=O)c2cc(N(C)C)ccc2O[C@@H](C)CCCCO[C@@H]1CN(C)C(=O)c1ccccc1	-24
COc1cccc(CNC(=O)C[C@H]2C=C[C@@H](NC(=O)C3CC3)[C@@H](CO)O2)c1	0.1
CC(=O)N1CC(=O)N2[C@H](CO)[C@@H](c3ccc(-c4ccccc4)cc3)[C@H]2C1	-15
CN(C)C(=O)c1ccc(-c2ccc([C@H]3[C@H]4CN(C(=O)C5CCCCC5)CC(=O)N4[C@H]3CO)cc2)cc1	-0.9
Cc1ccc(S(=O)(=O)Nc2ccc3c(c2)C(=O)N([C@@H](C)CO)C[C@@H](C)[C@H](CN(C)C(=O)Nc2cccc4ccccc24)OCCCC[C@@H](C)O3)cc1	-5.3
CCC(=O)N(C)C[C@H]1Oc2ncc(C#CC(C)(C)O)cc2C(=O)N([C@@H](C)CO)C[C@@H]1C	2.2
CO[C@@H]1CN(C)C(=O)c2cc(NC(=O)c3ccccc3F)ccc2OC[C@@H](C)N(CC2CCOCC2)C[C@H]1C	0.5
Cc1noc(C)c1S(=O)(=O)N(C)C[C@H]1Oc2ccc(NS(=O)(=O)c3cn(C)cn3)cc2C(=O)N([C@H](C)CO)C[C@H]1C	-0.3
Cc1noc(C)c1NC(=O)N(C)C[C@@H]1Oc2ncc(C#CC(C)C)cc2C(=O)N([C@H](C)CO)C[C@@H]1C	-2.3
CCCN(C)C[C@H]1Oc2ncc(C#CC3(O)CCCC3)cc2C(=O)N([C@@H](C)CO)C[C@H]1C	1.0
CO[C@H]1CN(C)C(=O)c2cc(NC(=O)NC3CCCCC3)ccc2OC[C@H](C)NC[C@H]1C	-0.2
C[C@H]1CN([C@@H](C)CO)C(=O)c2cc(NC(=O)C3CCCCC3)ccc2O[C@@H]1CN(C)Cc1ccc(Cl)c(Cl)c1	0.5
CN1C(=O)c2cc(NC(=O)Cc3cccs3)ccc2OC[C@@H]2O[C@H](CC(=O)N[C@@H]3CCN(Cc4ccccc4)C3)CC[C@H]21	0.1
CC(C)NC(=O)N1[C@H](C#N)[C@@H](c2ccc(C#CC3CCCCC3)cc2)[C@H]1CO	1.0
CC(C)C#Cc1ccc([C@@H]2[C@@H](C#N)N(C(=O)c3cccc(F)c3)[C@H]2CO)cc1	-0.3
O=C(N[C@@H]1C=C[C@H](CC(=O)N2CCc3ccccc3C2)O[C@@H]1CO)C1CCOCC1	-0.5
Cc1noc(C)c1NC(=O)N(C)C[C@@H]1Oc2ccc(NC(=O)C3CC3)cc2CC(=O)N([C@@H](C)CO)C[C@H]1C	-1.4
COCC#Cc1ccc([C@H]2[C@H]3CN(C(=O)c4ccncc4)CC(=O)N3[C@H]2CO)cc1	1.0
COc1ccc2c3c(n(C)c2c1)[C@@H](CO)N(Cc1ccccc1)CC31CN(C)C1	-0.8
CN(C)C(=O)C[C@H]1C=C[C@H](NC(=O)NC2CCCC2)[C@@H](CO)O1	-1.1
O=C(NCC[C@@H]1CC[C@H](NC(=O)Nc2cc(F)ccc2F)[C@H](CO)O1)Nc1ccc(F)cc1	1.1
O=C1CN(Cc2ccc(F)cc2)C[C@@H]2[C@@H](c3ccc(-c4ccccc4F)cc3)[C@H](CO)N12	-1.4
COc1cccc(S(=O)(=O)N[C@@H]2CC[C@@H](CCN)O[C@@H]2CO)c1	0.1
C[C@H]1CN([C@@H](C)CO)C(=O)Cc2cc(NC(=O)C3CCCCC3)ccc2O[C@@H]1CN(C)Cc1ccc(Cl)c(Cl)c1	0.3
Cc1ccc(S(=O)(=O)N(C)C[C@@H]2OCCCC[C@@H](C)Oc3ccc(NC(=O)Cc4ccccc4)cc3C(=O)N([C@H](C)CO)C[C@@H]2C)cc1	0.0
C[C@H](CO)N1C[C@H](C)[C@H](CN(C)Cc2ccc(Oc3ccccc3)cc2)Oc2c(NS(=O)(=O)c3cccs3)cccc2C1=O	0.9
CN(C)CC(=O)N[C@H]1CC[C@@H](CC(=O)O)O[C@@H]1CO	-0.6
COc1cccc(NC(=O)N(C)C[C@H]2Oc3cc(-c4cccc(C(=O)N(C)C)c4)ccc3S(=O)(=O)N([C@H](C)CO)C[C@@H]2C)c1	0.2
COCC(=O)N1[C@H](CO)[C@@H](c2ccccc2)C12CN(C(=O)NC1CCCCC1)C2	-1.0
C[C@H](CO)N1C[C@H](C)[C@@H](CN(C)Cc2ccc(F)cc2)Oc2cc(C#Cc3ccccn3)ccc2S1(=O)=O	-1.8
COCC(=O)N(C)C[C@@H]1Oc2cc(C#C[C@@H](C)O)ccc2S(=O)(=O)N([C@@H](C)CO)C[C@H]1C	1.0
C[C@H](NC(=O)C[C@H]1C[C@H]2c3cc(NC(=O)Cc4ccncc4)ccc3O[C@H]2[C@@H](CO)O1)c1ccccc1	-1.6
COc1ccccc1NC(=O)N1[C@H](C#N)[C@@H](c2ccccc2)[C@@H]1CO	0.4
CO[C@@H]1CN(C)C(=O)c2ccc(NC(=O)Cc3ccccc3)cc2OC[C@H](C)N(C)C[C@H]1C	-1.3
C[C@@H]1CN([C@@H](C)CO)C(=O)Cc2cc(NC(=O)Cc3ccccc3)ccc2O[C@@H]1CN(C)Cc1ccc(-c2ccccc2)cc1	-0.2
Cc1noc(C)c1S(=O)(=O)Nc1ccc2c(c1)C(=O)N([C@H](C)CO)C[C@H](C)[C@H](CN(C)C(=O)NC(C)C)OCCCC[C@H](C)O2	0.7
CCNC(=O)[C@@H]1[C@@H](CO)[C@@H]2Cn3c(ccc(-c4ccccc4)c3=O)[C@@H]2N1C(=O)C1CCCC1	0.7
C[C@H](CO)N1C[C@H](C)[C@H](CN(C)Cc2ccc(Oc3ccccc3)cc2)Oc2ccc(NC(=O)CCN3CCOCC3)cc2CC1=O	0.2
C/C=C/c1ccc2c(c1)O[C@H](CN(C)S(=O)(=O)c1ccccc1OC)[C@@H](C)CN([C@H](C)CO)S2(=O)=O	1.3

Some of the entries above, set out differently.
SMILES | TcdB inh
COCC(=O)N(C)C[C@@H]1Oc2cc(C#C[C@@H](C)O)ccc2S(=O)(=O)N([C@@H](C)CO)C[C@H]1C | 1.0
C[C@H](NC(=O)C[C@H]1C[C@H]2c3cc(NC(=O)Cc4ccncc4)ccc3O[C@H]2[C@@H](CO)O1)c1ccccc1 | -1.6
COc1ccccc1NC(=O)N1[C@H](C#N)[C@@H](c2ccccc2)[C@@H]1CO | 0.4
CO[C@@H]1CN(C)C(=O)c2ccc(NC(=O)Cc3ccccc3)cc2OC[C@H](C)N(C)C[C@H]1C | -1.3
C[C@@H]1CN([C@@H](C)CO)C(=O)Cc2cc(NC(=O)Cc3ccccc3)ccc2O[C@@H]1CN(C)Cc1ccc(-c2ccccc2)cc1 | -0.2

New compounds follow.
SMILES	TcdB inh
CC(C)(C)[S@](=O)N1Cc2cc(C(=O)N3CCCCC3)nc(-c3cccc(Br)c3)c2[C@@H]1CCO	-3.1
COc1ccc(S(=O)(=O)N(C)C[C@H]2OCCCC[C@H](C)Oc3ccc(NS(=O)(=O)c4cccs4)cc3C(=O)N([C@@H](C)CO)C[C@@H]2C)cc1	1.4
COc1ccc2c3c(n(C)c2c1)[C@H](CO)N(C(=O)CN1CCOCC1)CC31CN(C(C)=O)C1	-2.2
C[C@@H]1CN([C@H](C)CO)C(=O)c2cc(NC(=O)NC3CCCCC3)ccc2O[C@@H]1CN(C)CC1CCCCC1	-0.3

Some of the compounds tested; count on the stated rates, not on these rows.
